ELG1 repair inh – ELG1-dependent DNA repair inhibition. HEK293T ELG1-luciferase reporter, luminescence, 16 h; DNA damage induced by 5-fluorouridine. Potency, µM (titrated, usually from 46.1 µM), without a hit: at the highest dose activity change, negative = inhibition, actives largely listed as inhibitors. 330,000 tested, 2.3% active; further: potency means the concentration at half of the fitted maximal effect; on the % scale 0 is the no-effect control and ±100 the full control effect; nearly all actives have a fitted effect of over 55% in size
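In this reporter screen, reduction of luminescence relative to DMSO vehicle indicated activity. Compounds and 5-fluorouridine were added together to 2,000 cells per well, incubated for 16 hr at 37 °C, then developed with ONE-Glo.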
Menin MLL FP TR – menin-MLL binding inhibition, Texas Red mutant peptide. Menin + Texas Red MLL mutant peptide, fluorescence polarization. Potency, µM (series often up to 61.6 µM), for inactives: top-dose FP activity change, negative = inhibition, most hits filed as inhibitors. 270,000 tested, 0.23% active. AID 1768; active means well fitted inhibition curve with a large enough effect in the polarisation, with a control signal flat, not every such curve was filed as active; inconclusive means small, poorly fitted or top-dose-only effect, or effect the other way, or a change in a side signal; inactive means no such curve, though single readings can be large or run the other way; the % refers to the polarisation; further: potency means the concentration at half of the fitted maximal effect; % of control where 0% means no effect; many of its hits are not listed in these tables
Gal4-VP16 FLuc – inhibits Gal4-VP16 luciferase reporter, ROR gamma counter-screen; 310,000 tested, 3.5% active; Potency, µM (highest dose often 53.6 µM), without a hit: at the top dose activity, negative = inhibition, usual class: inhibitors; Drosophila S2 Gal4-VP16 UAS-luciferase, luminescence, 20 h;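 further: Gal4-VP16 expression switched on by copper sulfate through the metallothionein promoter; potency means the concentration at half of the fitted maximal effect; on the % scale 0 is the no-effect control and ±100 the full control effect; nearly all actives have a fitted effect of over 50% in size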
RORgamma inh – inhibitors of mouse ROR gamma transcriptional activity | Drosophila S2 Gal4-RORgamma UAS-luciferase reporter, 20 h | P51450 | Potency, µM (series often up to 53.6 µM), without a hit: at the highest dose activity change, negative = inhibition, most hits filed as inhibitors | AID 2551 | 310,000 tested, 5.4% active; further: potency means the concentration at half of the fitted maximal effect; on the % scale 0 is the no-effect control and ±100 the full control effect; nearly all actives have a fitted effect of over 60% in size
Target sequence (P51450 whole entry, looked up, the tested form may be a part): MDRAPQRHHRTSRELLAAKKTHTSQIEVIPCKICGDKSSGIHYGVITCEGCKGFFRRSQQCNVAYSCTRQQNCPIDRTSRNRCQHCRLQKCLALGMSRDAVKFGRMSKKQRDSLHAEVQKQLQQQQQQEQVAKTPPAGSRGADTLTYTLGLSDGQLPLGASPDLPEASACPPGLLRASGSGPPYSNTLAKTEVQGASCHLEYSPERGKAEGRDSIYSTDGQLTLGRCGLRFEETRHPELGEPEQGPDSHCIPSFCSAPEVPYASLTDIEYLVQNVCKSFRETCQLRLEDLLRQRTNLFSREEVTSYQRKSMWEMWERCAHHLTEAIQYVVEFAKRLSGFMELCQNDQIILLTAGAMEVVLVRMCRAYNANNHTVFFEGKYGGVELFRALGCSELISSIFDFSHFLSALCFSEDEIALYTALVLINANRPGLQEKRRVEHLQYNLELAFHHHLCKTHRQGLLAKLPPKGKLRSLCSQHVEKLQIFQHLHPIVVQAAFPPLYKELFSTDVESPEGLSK
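Schneider cells (Drosophila), stable Gal4 DBD–ROR gamma + UAS-luc; 1 hr cmpd preincubation; Cu2+ induction 700 uM final; 20 hr ambient; luminescence.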
PKM2 act – increases activity of human pyruvate kinase M2; Potency, µM (top dose mostly 57.5 µM), for the others: at the top dose activation, actives largely listed as activators; P14618; 260,000 tested, 0.34% active; purified PKM2, Kinase-Glo ATP luminescence, activation; response scale: 0% is enzyme alone, no compound; further: potency means the concentration at half of the fitted maximal effect; on the % scale 0 is the no-effect control and ±100 the full control effect; nearly all actives have a fitted effect of over 55% in size
Target sequence (P14618 whole entry, looked up): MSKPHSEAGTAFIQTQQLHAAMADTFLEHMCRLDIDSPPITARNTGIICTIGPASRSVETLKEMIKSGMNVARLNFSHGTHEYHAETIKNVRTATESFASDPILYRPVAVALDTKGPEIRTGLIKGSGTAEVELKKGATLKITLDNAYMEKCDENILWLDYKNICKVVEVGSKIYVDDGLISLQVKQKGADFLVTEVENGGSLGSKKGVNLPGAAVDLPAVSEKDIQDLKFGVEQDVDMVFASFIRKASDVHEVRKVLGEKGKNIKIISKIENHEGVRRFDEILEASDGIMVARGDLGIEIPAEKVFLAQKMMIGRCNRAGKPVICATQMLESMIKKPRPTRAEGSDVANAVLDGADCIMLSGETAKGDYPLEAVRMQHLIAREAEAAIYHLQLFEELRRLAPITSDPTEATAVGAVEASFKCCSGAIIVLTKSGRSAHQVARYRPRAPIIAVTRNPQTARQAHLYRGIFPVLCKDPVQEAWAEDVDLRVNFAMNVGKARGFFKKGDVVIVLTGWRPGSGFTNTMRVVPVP
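Kinase-Glo luminescence reports ATP generated from ADP (0.1 mM) and PEP (0.5 mM) by purified hPK-M2 after 1 h at room temperature, pH 7.2 imidazole buffer; intermediate enzyme activity allows detecting inhibitors and activators.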
MBNL1-CUG inh – inhibitors of human MBNL1 binding to CUG repeat RNA; Q9NR56; TR-FRET MBNL1-His/biotin-(CUG)12 binding, 665/545 ratio; Potency, µM (doses to about 57.5 µM), without a hit: at the top dose activity change, negative = inhibition, usual class: inhibitors; 280,000 tested, 0.036% active; AID 2675; active means well fitted inhibition curve with a large enough effect in the signal ratio, with a control signal flat, not every such curve was filed as active; inconclusive means small, poorly fitted or top-dose-only effect, or effect the other way, or a change in a side signal; inactive means no such curve, though single readings can be large or run the other way; the % refers to the signal ratio; further: potency means the concentration at half of the fitted maximal effect; on the % scale 0 is the no-effect control and ±100 the full control effect
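TR-FRET between His-tagged MBNL1 and biotin-(CUG)12 RNA, detected with Tb anti-His antibody (0.055 ng/ul) and streptavidin-XL665 (5 nM), 60 min at room temperature. Compounds titrated 92 nM to 58 uM; 665/545 nm ratio normalized to buffer and complex controls.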
KCNH2 3.1 block – blocks the human KCNH2 3.1 channel isoform; activity change, % (tested at about 1.8 µM); 340,000 tested, 0.95% active; AID 720553; U2OS KCNH2 3.1, thallium flux FluxOr; stronger effect = lower value;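 active means maximum activity change below -70%; inconclusive means maximum activity change from -70% to -50%; inactive means maximum activity change above -50%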;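 further: thallium influx rate constant from kinetic fluorescence after stimulation buffer; on the % scale 0 is the no-effect control and ±100 the full control effect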
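Virally transduced U2OS (3.1 isoform, 4 h infection in dark at RT) → overnight 37 C → FluxOr + Red40 in HBSS/HEPES, 45 min → stimulation buffer, 2 min kinetic read → rate constant vs DMSO controls.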
Mito fusion act – mitochondrial division inhibition or fusion activation | 320,000 tested, 0.23% active | S. cerevisiae fusion-defective mutant growth rescue, CellTiterGlo 48 h | Potency, µM (top dose mostly 46.1 µM), without a hit: at the top dose growth rescue (activation), actives largely listed as activators;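 further: potency means the concentration at half of the fitted maximal effect; % of control where 0% means no effect; nearly all actives have a fitted effect of over 45% in size; temperature-sensitive fusion mutants such as fzo1-1 at 37 °C on non-fermentable ethanol glycerol medium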
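Read-out: ATP-based luminescence (CellTiterGlo, 10 min ambient) reporting growth of fusion-defective ts yeast after 48 hours at 37C on glycerol/ethanol YPEG medium in the presence of compound.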
FLuc modulator – counter-screen for miR-21 project: firefly luciferase inhibitors or activators; P08659; purified FLuc, Km substrates, luminescence inhibition; Potency, µM (titrated, usually from 57.5 µM), for inactives: top-dose activity change, negative = inhibition, actives largely listed as inhibitors; 360,000 tested, 6.9% active; AID 588342;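 further: potency means the concentration at half of the fitted maximal effect; plate controls were vehicle for no effect and reference inhibitor for full effect; nearly all actives have a fitted effect of over 55% in size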
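Biochemical qHTS of compounds, final roughly 60 µM downward over six points, against 10 nM purified firefly luciferase using Km concentrations of substrates (10 uM D-luciferin, 10 uM ATP) in Tris acetate pH 7.5 buffer; luminescence output.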
NPC1 promoter act – activators of NPC1 promoter; Potency, µM (titrated, usually from 9.22 µM), for the others: at the top dose activation, hits mostly activators; Huh7 NPC1 promoter luciferase reporter, 24 h; 320,000 tested, 2.4% active;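 further: potency means the concentration at half of the fitted maximal effect; % of control where 0% means no effect; nearly all actives have a fitted effect of over 60% in size; reporter is driven by a mutant NPC1 promoter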
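Huh7 cells stably carrying NPC1 promoter–luciferase, plated in Opti-MEM with 10% FBS for 2 h, were exposed to compound in DMSO for 24 h at 37 °C; luciferase reagent was added for 10 min and luminescence read.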
Rab9 prom act – activates the Rab9 promoter. 320,000 tested, 2.8% active. Huh7 Rab9 promoter-luciferase reporter, luminescence, 24 h. Potency, µM (top dose mostly 9.22 µM), inactives show at the top dose activation, negative = inhibition, most hits filed as activators; further: potency means the concentration at half of the fitted maximal effect; % of control where 0% means no effect; nearly all actives have a fitted effect of over 60% in size
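Luminescence read-out: Huh7 cells stably expressing Rab9-luciferase, treated 24 h with compound at 37 °C, then lysed with luciferase reagent for 10 min at ambient before reading.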
The depositor's hits bear a star; ? = inconclusive; / = not tested or not shown; [ ] = another dose, or the depositor's remark. Unless noted, the call rests on the fitted dose curve; in most records, active means well fitted curve in the direction sought with a large enough effect; inconclusive means small, poorly fitted or top-dose-only effect, or another doubt; inactive means no such curve, though single readings can be large; an effect the other way counts as inactive or inconclusive.

SMILES	ELG1 repair inh	Menin MLL FP TR	Gal4-VP16 FLuc	RORgamma inh	PKM2 act	MBNL1-CUG inh	KCNH2 3.1 block	Mito fusion act	FLuc modulator	NPC1 promoter act	Rab9 prom act
OCCNC(=S)Nc1cc(Cl)cc(Cl)c1	-28%	/	-1%	-14%	5%	-3%	11	7%	-4%	-3%	-2%
COc1ccc(CC(=O)Nc2cccc3c2CCCC3)cc1	3%	-13%	-4%	8%	1%	-3%	-12	2%	3%	0%	-3%
Nc1cc(C(=O)OCC(=O)N2CCN(C(=O)COC(=O)c3ccc(Cl)c(N)c3)CC2)ccc1Cl	3%	/	/	/	/	/	-16	-1%	4%	3%	-2%
CC(C)(C)C(=O)CCN1C(=O)C2(OCCO2)c2ccccc21	8%	?	4%	-16%	-3%	-9%	-9	2%	0%	0%	-2%
O=C(N/N=C/c1cc([N+](=O)[O-])ccc1O)C1CCCCC1	-24%	13%	2.5µM*	0.5µM*	1%	23%	1	3%	-5%	-2%	0%
O=C(CN1C(=O)COc2ccccc21)NCc1ccc(C(=O)O)cc1	5%	-10%	-10%	1%	-2%	-9%	14	-4%	2%	-2%	-2%
C=CCNc1ncnc2c1cnn2-c1ccc(OC)cc1	?	-1%	?	?	6%	-5%	20	0%	3.4µM*	0.63µM*	0.4µM*
CCc1ccc(C(N)=S)cc1	9%	3%	-17%	11µM*	-4%	-8%	14	0%	-11%	-1%	-8%
COC(=O)[C@@]1(Cc2ccc(F)cc2)[C@H]2c3cc(C(=O)N(C)C)n(C[C@H](O)CO)c3C[C@H]2CN1C(=O)c1ccccc1	-3%	5%	9%	-8%	-2%	6%	5	-6%	6%	-2%	-6%
O=C(NCc1ccncc1)C(=O)N/N=C/c1ccc(OCc2ccccc2)cc1	?	12%	-10%	6%	0%	-3%	8	18%	2%	-8%	-2%
NC(=O)C1(N2CCCCC2)CCN(C2CC(=O)N(Cc3cccs3)C2=O)CC1 (stereo unspecified)	9%	/	2%	-16%	4%	0%	-31	-6%	-1%	-3%	-13%
CCN(CC)C(=O)C1CCN(Cc2cccc(OCc3ccccc3)c2)CC1	?	?	0%	1%[10 µM]	20%	-5%	-4	0%	-5%	0%	-4%
CC(C)Cc1nnc(NC(=O)c2ccc(N3CCCC3=O)cc2)s1	12%	/	/	/	/	/	8	-3%	-8%	0%	-4%
O=C(c1ccc(CS(=O)c2cccc(Cl)c2)o1)N1CCN(c2ccccn2)CC1 (stereo unspecified)	?	0%	-2%	1%	/	-1%	8	7%	1%	-9%	-6%
Cc1ccc(C)c(S(=O)(=O)N2CCCOC2CNC(=O)C(=O)NC2CCCC2)c1 (stereo unspecified)	12%	/	1%	-28%	-1%	-1%	/	-1%	2%	-1%	-7%
COc1ccccc1C/C(N)=N/OC(=O)COc1cc(C)cc(C)c1C	-6%	-6%	-26%	3%	-6%	-8%	22	4%	1%	-2%	1%
CCN1C(=O)[C@H]2[C@@H](c3ccc(-c4ccc(C(C)=O)cc4)cc3)N[C@@](Cc3ccccc3)(C(=O)OC)[C@H]2C1=O	-17%	/	/	/	/	/	?	?	2%	-2%	0%
COc1cc(C(=O)Nc2ccncc2)c([N+](=O)[O-])cc1OC	-25%	/	?	39%	-12%	/	7	-7%	-1%	0%	3%
N#C/C(=C\N1CCN(Cc2ccc3c(c2)OCO3)CC1)c1nc2ccccc2s1	?	6%	-2%	?	12%	5%	-18	16%	?	0%	6%
O=C1CCc2cc(NS(=O)(=O)c3ccc(F)cc3)cc3c2N1CCC3	17%	/	/	/	/	/	-11	9%	0%	-3%	2%
CC(=O)N/N=C\c1ccccc1OC/C=C/c1ccccc1	?	-5%	-6%	2%	9%	-3%	-14	-5%	-17%	?	27%
CCOc1cc(Br)c(CC(=O)O)cc1OCC	7%	/	-9%	-29%	2%	-16%	1	3%	4%	1%	-1%
COc1cc(/C=N/NC(=O)CCN2CCN(C(c3ccccc3)c3ccccc3)CC2)ccc1O	-27%	-6%	-4%	43%	8%	-16%	-106*	-8%	3%	-2%	2%
Cc1cc2cc(CNC(=O)Cc3cccs3)ccc2n1C	-23%	/	6%	11%	-2%	59%[activator]	0	6%	?	10%	15%
S=C(NCc1ccco1)Nc1cc(Cl)c(Cl)cc1Cl	-8%	?	?	?	-13%	?	-6	6%	0%	0%	3%
O=C(NN1C(=O)C2C3CCC(O3)C2C1=O)c1ccc(Br)o1 (stereo unspecified)	15%	5%	7%	0%	0%	14%[11.5 µM]	9	-6%	3%	-3%	0%
O=C(NC(=S)NNC(=O)c1ccccc1O)c1cccs1	-17%	/	-4%	-22%	/	1%	13	-9%	?	5%	15%
CCSc1nnc(-c2ccncc2)o1	-7%	24%	12%	27%	-4%	3%	-3	-2%	2%	-7%	-1%
CC1=NNC(=O)/C1=C\c1cn(-c2ccccc2)nc1-c1ccccc1	?	36%[activator]	2%[10 µM]	1.1µM*	?	-3%	-18	8%	?	-14%	-1%[1.84 µM]
CC(OC(=O)c1ccc(Br)o1)C(=O)Nc1ccc2c(c1)OCCO2 (stereo unspecified)	11%	/	/	/	/	/	-12	-1%	/	1%	1%
Cn1c(O)c(C(C#N)=C2N=c3ccccc3=N2)c2ccccc21	1%	18%	3%	7%	-8%	9%	13	2%	9.5µM*	15%	6%
COc1ccc(S(=O)(=O)CC2(O)CCN(C(=O)CC(C)C)CC2)cc1	9%	14%	0%	20%	-12%	-8%	-6	-6%	-2%	1%	1%
CC(C)N(Cc1nc(-c2ccccc2)no1)C(=O)CN(C)S(=O)(=O)c1ccccc1	-22%	23%	0%	22%	8%	2%	-3	7%	2%	-2%	-12%
Cc1ccc(NC(=O)CCS(=O)(=O)c2ccc(Br)s2)cc1	1%	-3%	17%	41%	-10%	-8%	-8	3%	-3%	0%	-1%
C/C(CC(C)(C)C1CCCCC1)=N\NC(N)=S	?	?	2.8µM*	0.89µM*	2%	-7%	-11	?	-3%	-18%	-12%
COC(=O)c1ccc(NC(=O)CNS(=O)(=O)c2cccs2)cc1	19%	/	?	-2%	10%	-17%	-1	5%	-13%	10%	7%
O=C(CCn1nc(-c2ccccc2)ccc1=O)N1CCCC1	26%	13%	5%	25%	-4%	7%	-10	-4%	-1%	-1%	-3%
O=C1C(c2ccccc2)NC(=S)N1C1CCCCC1 (stereo unspecified)	-1%	7%	4%	-37%	4%	2%	-41	-5%	3%	3%	3%
CN(C)S(=O)(=O)c1ccc(N2CCCC2)c(C(=O)NCc2ccccc2)c1	-13%	-8%	0%	26%	1%	-4%	-6	-1%	14%	1%	-3%
COc1ccc(S(=O)(=O)N2CCOC2CNC(=O)C(=O)NCCc2c[nH]c3ccccc23)cc1C (stereo unspecified)	26µM*	3%	-11%	?	-1%	5%	8	-4%	4%	-5%	1%
CCOc1ccc(NC(=O)CSc2ncc(-c3ccc(F)cc3)n2Cc2ccco2)cc1	16µM*	/	?	?	-3%	-13%	4	-19%	-1%	-1%	-12%
COC(=O)C(/C=N/O)NC(=O)c1ccccc1 (stereo unspecified)	4%	-15%	3%	-6%	-5%	-4%	0	21%	-5%	-2%	4%
O=C(CCCn1ncn2c(cc3occc32)c1=O)NCc1cccc(Cl)c1	0%	/	0%	16%	/	-5%	8	10%	-7%	-2%	-4%
CCOc1cc(N2CCOCC2)c(OCC)cc1NC(=O)COC(=O)CCn1c(C)csc1=O	8%	/	/	/	/	/	3	-6%	0%	-4%	-4%
CC(=O)C1=C(O)C(=O)N(c2ccc(S(N)(=O)=O)cc2)C1c1ccc([N+](=O)[O-])cc1 (stereo unspecified)	9%	25%	-6%	14%	-12%	?	1	1%	-1%	1%	16%
O=C(NNC(=S)NCc1ccco1)c1ccccc1Br	1%	/	-20%	0.89µM*	-3%	4%	-41	1%	3%	-2%	3%
COCCCNC(=S)Nc1ccc2nc3n(c(=O)c2c1)CCCCC3	14%	-13%	-4%	7%	/	4%	-24	1%	-3%	0%	-2%
CN(CC(=O)O)S(=O)(=O)c1ccc2c(c1)n(C)c(=O)c(=O)n2C	10%	-19%	-5%	-1%	1%	-8%	-10	3%	-1%	-5%	4%
CC1(C)OC(=O)C(=CNc2ccccn2)C(=O)O1	4%	/	1%	2%	-6%	/	14	2%	-1%	-2%	-5%
CCC(C)NCCC(=O)Nc1ccc(Cl)c(S(=O)(=O)Nc2ccc(Cl)cc2)c1 (stereo unspecified)	-2%	3%	-6%	?	-1%	-4%	1	9%	5%	-4%	-5%

Compound activity: PubChem, National Center for Advancing Translational Sciences (NCATS)

Some of the compounds tested, so the mix of outcomes need not match the whole.
